Screening data: PubChem BioAssay, National Center for Advancing Translational Sciences (NCATS)
aSyn yeast inh: inhibitors of alpha-synuclein toxicity in yeast | actives 0.14% (n = 370,000) | Potency, µM (doses to about 46.1 µM), for inactives: at the highest dose growth rescue (activation), usual class: activators | Yeast expressing alpha-synuclein, growth rescue, BacTiter-Glo, 24 h; further: potency means the concentration at half of the fitted maximal effect; % of control where 0% means no effect; nearly all actives have a fitted effect of over 65% in size
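Rescue of yeast growth: cells expressing toxic alpha-synuclein, induced in galactose at OD600 0.02, incubated with compound 24 h at 30 C. ATP luminescence quantified growth; inhibitors of toxicity appear as activators.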
Abeta rescue: restores growth of yeast expressing A-beta42 peptide | Potency, µM (titrated, usually from 46.1 µM), for the others: top-dose growth rescue, hits mostly activators | actives 0.063% (n = 410,000) | yeast expressing A-beta42, growth rescue, OD600, 48 h; response scale: 0% DMSO, 100% iron-clioquinol control; further: potency means the concentration at half of the fitted maximal effect; nearly all actives have a fitted effect of over 55% in size
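Growth rescue measured by 600 nm absorbance after 48 h yeast culture at 30 C with compound. Values normalized between DMSO and an equimolar ferric chloride plus clioquinol control.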
FUS yeast rescue: rescues growth of FUS-expressing yeast; S. cerevisiae FUS-expressing, growth rescue, OD600, 24 h; Potency, µM (highest dose often 76.6 µM), without a hit: at the top dose growth rescue (activation), usual class: activators; actives 0.24% (n = 390,000); AID 1347120;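 further: potency means the concentration at half of the fitted maximal effect; plate controls were DMSO vehicle for no effect and reference control for full effect; nearly all actives have a fitted effect of over 55% in size; some results filed as inactive show a strong effect at the top dose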
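Galactose (2%) drives FUS expression in yeast precultured in raffinose; seeding density OD 0.005. Test compounds incubated 24hr at 30C and 99% humidity before absorbance at 600 nm was measured.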
D3 ag: agonists of human D3 dopamine receptor. actives 0.58% (n = 410,000). max activation, %. P35462. AID 652048. D3R DiscoveRx beta-arrestin cells, luminescence, 90 min; in the data active means max activation above about 30%; further: 0% is about no effect; mostly tested at two doses, the higher about 12 µM
Target sequence (P35462 whole entry, looked up): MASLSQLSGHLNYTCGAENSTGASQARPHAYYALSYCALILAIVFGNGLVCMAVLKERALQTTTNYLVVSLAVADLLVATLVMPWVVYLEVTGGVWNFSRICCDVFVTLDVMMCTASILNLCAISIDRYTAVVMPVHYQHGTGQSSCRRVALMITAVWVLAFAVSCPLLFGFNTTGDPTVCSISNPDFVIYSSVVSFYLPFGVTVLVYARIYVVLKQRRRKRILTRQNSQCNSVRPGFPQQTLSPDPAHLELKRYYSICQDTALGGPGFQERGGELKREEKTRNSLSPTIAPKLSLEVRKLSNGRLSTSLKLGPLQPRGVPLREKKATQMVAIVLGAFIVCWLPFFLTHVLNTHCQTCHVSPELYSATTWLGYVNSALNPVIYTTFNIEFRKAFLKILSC
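Agonist mode: compounds and dopamine controls were applied to plated cells for 90 min at 37 degrees C after an overnight attachment at 1500 cells/well. Luminescent read-out followed 30 - 60 minutes at room temperature with DiscoveRx detection reagent.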
EPAC2 antag: EPAC2 (human) antagonism; Q8WZA2; EPAC2 GEF exchange of Rap1B-BODIPY-GDP, fluorescence; Potency, µM (doses to about 114 µM), for inactives: at the highest dose activity, negative = inhibition, hits mostly inhibitors; actives 0.18% (n = 360,000); further: potency means the concentration at half of the fitted maximal effect; on the % scale 0 is the no-effect control and ±100 the full control effect; nearly all actives have a fitted effect of over 45% in size; many of its hits are not listed in these tables
TDP43 rescue: rescues yeast growth from TDP-43 toxicity; TDP-43 expressing yeast growth rescue, BacTiter-Glo, 24 h; actives 1.8% (n = 410,000); Potency, µM (series often up to 46.1 µM), for inactives: top-dose growth rescue (activation), actives largely listed as activators; further: potency means the concentration at half of the fitted maximal effect; % of control where 0% means no effect; nearly all actives have a fitted effect of over 50% in size
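Growth rescue of TDP-43-toxic yeast measured as ATP luminescence (BacTiter-Glo). Cells grown to mid-log in raffinose, induced in galactose at OD600=0.02, exposed to compound 24 hr at 30 deg C.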
EPAC2 agonist: EPAC2 (human) agonism | Q8WZA2 | EPAC2 activation, biochemical qHTS; response scale: 100% = 6.5 mM cAMP response | Potency, µM (series often up to 154 µM), for the others: top-dose activation, hits mostly activators | actives 0.079% (n = 360,000); further: potency means the concentration at half of the fitted maximal effect; nearly all actives have a fitted effect of over 50% in size
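Guanine nucleotide exchange by EPAC2 is measured as reduced fluorescence of BODIPY-GDP once it is released from 250 nM Rap1B. Plates are read kinetically for 30 min at room temperature; results are scaled to 6.5 mM cAMP.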
DRD3 antagonist: D3 dopamine receptor (human) antagonism. max response, negative = inhibition, %. AID 652054. D3R cells, DiscoveRx beta-arrestin luminescence, antagonist mode; hits give low values. P35462. actives 2.5% (n = 360,000); in the data active means max response below about -50%; inconclusive means no clear call, values can overlap the other calls; further: on the % scale 0 is the no-effect control and ±100 the full control effect; mostly tested at two doses, the higher about 12 µM
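Cells plated overnight at 1500 cells/well, then exposed to library compounds with dopamine controls for 90 minutes at 37 degrees C. DiscoveRx reagent added for 30–60 minutes at room temperature; luminescence read, quantitative HTS format.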
The depositor's hits bear a star; ? = inconclusive; nt = not tested or not shown; [ ] = dose if it differs, or a comment. Unless noted, the call rests on the fitted dose curve; in most records, active means well fitted curve in the direction sought with a large enough effect; inconclusive means small, poorly fitted or top-dose-only effect, or another doubt; inactive means no such curve, though single readings can be large; an effect the other way counts as inactive or inconclusive.

nr	SMILES	aSyn yeast inh	Abeta rescue	FUS yeast rescue	D3 ag	EPAC2 antag	TDP43 rescue	EPAC2 agonist	DRD3 antagonist
1	CCN(CC)C(=O)c1[nH]cnc1C(=O)NCc1ccc(CNC(=O)OC(C)(C)C)cc1	4.3%	8.4%	-7.3%	11.7	5.7%	6.0%	14.6%	17.7
2	CC(C)(C)NC(=O)Cc1ccc(Cl)c(Cl)c1	-3.4%	22.7%	10.1%	-5.2	-9.0%	-1.3%	6.1%	-12.4
3	Cc1ccc(-c2cc(C(=O)Nc3cccc(S(=O)(=O)N(C)C)c3)c3ccccc3n2)o1	-1.6%	-8.4%	24.3%	-3.3	15.7%	-13.4%	17.9%	8.8
4	CC(=O)Nc1nnc(Cc2ccccc2)s1	4.8%	11.4%	24.8%	-1.8	1.8%	5.2%	-7.2%	-2.1
5	COc1ccc(CCNC(=O)C(=O)c2cn(CC(=O)N3CCOCC3)c3ccccc23)cc1OC	-1.9%	2.6%	1.8%	0.7	0.7%	-4.1%	9.9%	-9.7
6	CCOCCn1ccc2c(OCC(=O)NCc3ccc(F)cc3)cccc2c1=O	nt	-10.2%	34.7%	-4.7	nt	7.5%	nt	nt
7	Cc1cc(C)c2c(=O)[nH]c(SCC(=O)Nc3ccc(Br)cc3)nc2n1	-17.2%	-6.1%	?	-24.0	3.0%	-24.1%	5.9%	-52.3*
8	N#Cc1c(Nc2ccccc2)sc(C(=O)c2ccc(F)cc2)c1N	-7.1%	5.3%	-29.5%	-2.8	-15.3%	7.0%	-5.9%	2.9
9	Clc1ccc(NNc2ccnc3cc(Cl)ccc23)cc1	-0.7%	-1.0%	23.0%	-7.8	-3.2%	5.4%	-4.5%	?
10	COC(=O)C1SCC2C(=O)N(Cc3ccc(Cl)c(Cl)c3)CC(=O)N21 (stereo unspecified)	0.9%	-19.9%	-5.8%	-0.1	-5.5%[57.1 µM]	-3.8%	7.2%	0.9

Structures above that contain an NH in an aromatic ring, in the order listed:
nr	SMILES	aSyn yeast inh	Abeta rescue	FUS yeast rescue	D3 ag	EPAC2 antag	TDP43 rescue	EPAC2 agonist	DRD3 antagonist
1	CCN(CC)C(=O)c1[nH]cnc1C(=O)NCc1ccc(CNC(=O)OC(C)(C)C)cc1	4.3%	8.4%	-7.3%	11.7	5.7%	6.0%	14.6%	17.7
7	Cc1cc(C)c2c(=O)[nH]c(SCC(=O)Nc3ccc(Br)cc3)nc2n1	-17.2%	-6.1%	?	-24.0	3.0%	-24.1%	5.9%	-52.3*

The listing picks up, repeating the two entries before the break.
nr	SMILES	aSyn yeast inh	Abeta rescue	FUS yeast rescue	D3 ag	EPAC2 antag	TDP43 rescue	EPAC2 agonist	DRD3 antagonist
9	Clc1ccc(NNc2ccnc3cc(Cl)ccc23)cc1	-0.7%	-1.0%	23.0%	-7.8	-3.2%	5.4%	-4.5%	?
10	COC(=O)C1SCC2C(=O)N(Cc3ccc(Cl)c(Cl)c3)CC(=O)N21 (stereo unspecified)	0.9%	-19.9%	-5.8%	-0.1	-5.5%[57.1 µM]	-3.8%	7.2%	0.9
11	CC(=O)C1=C(O)C(=O)N(CCc2c[nH]c3ccccc23)C1c1ccccc1 (stereo unspecified)	-11.8%	-32.6%[inhibitor]	28.6%	-1.9	-22.2%[57.1 µM]	-12.7%	-2.0%	2.9
12	Clc1ccc(N2CCOCC2)nn1	2.9%	-2.1%	-3.9%	1.5	-0.1%	17.9%	14.6%	12.6
13	CC1CCN(S(=O)(=O)c2ccc3c(ccn3CC(=O)O)c2)CC1	?	4.5%	13.2%	-1.8	-0.5%	9.9%	3.3%	-0.9
14	Cc1ccc(C2C(C(N)=S)=C(N)OC3=C2C(=O)CC(C)(C)C3)cc1 (stereo unspecified)	-8.1%	7.5%	nt	3.2	8.1%	0.0%	1.9%	-6.9
15	Cc1oc2c(c(C)cc3oc(=O)c(CC(=O)N[C@@H](CCCNC(N)=O)C(=O)O)c(C)c32)c1C	-0.2%	-5.7%	-20.0%	0.0	3.4%	5.7%	7.8%	0.5
16	O=C(CS(=O)(=O)Cc1ccccc1)Nc1ccccc1Cl	0.9%	8.2%	-19.1%	-5.4	-5.2%	20.8%	5.3%	6.7
17	CC(=O)c1cccc(N(CC(=O)Nc2cc(C)cc(C)c2)S(C)(=O)=O)c1	0.2%	-12.1%	-3.1%	-1.1	-9.2%	-1.9%	5.2%	-4.9
18	COc1cc2c(cc1OC)C(CC(=O)O)N(C(=O)CC1CCCC1)CC2 (stereo unspecified)	-8.6%	0.2%	7.9%	5.6	2.4%	-14.3%	9.8%	2.3
19	CCOC(=O)C1CCN(Cc2ccc(F)c(F)c2)CC1	3.9%	7.7%	-6.7%	-29.5	0.2%	-11.3%	7.5%	?
20	Cc1nn(C)c(Oc2ccccc2)c1CCNS(=O)(=O)c1ccc(Cl)cc1	7.6%	21.3%	31.7%	0.5	-5.7%	25.6%	-2.8%	33.0
21	CC(C)C(=O)Nc1nnc(SCC(=O)NCc2cccs2)s1	-9.0%	-14.9%	14.2%	11.7	15.7%	-9.9%	6.2%	20.8
22	Cc1cc(C(=O)CSc2nc(N)cc(=O)[nH]2)c(C)n1-c1ccc(OC(F)F)cc1	-1.6%	2.2%	35.4%	2.5	6.4%	0.1%	-6.3%	6.1
23	Cc1ccc2occ(CC(=O)N3CCN(c4cccc(Cl)c4)CC3)c2c1	nt	?	?	-12.4	nt	?	nt	nt
24	CC(C)(C)[C@@H]1C=C(C(=O)O)O[C@H](OCCCCO)C1	-4.2%	-6.7%	-12.9%	11.1	20.7%	6.8%	-2.9%	-10.3
25	CCn1cc(Br)c(C(=O)Nc2ccc(Cl)c(Cl)c2)n1	-17.6%	3.6%	14.3%	-6.3	11.8%	?	13.5%	0.2
26	O=C(CCn1c(=O)c2ccccc2n(Cc2cccc(Cl)c2)c1=O)NCCc1ccccc1	nt	2.9%	2.4%	6.6	nt	0.0%	nt	nt
27	Cc1ccc(C)c(NC(=O)c2ccccc2NC(=O)C2CCCO2)c1 (stereo unspecified)	-0.1%	-5.9%	-11.1%	-3.0	-2.1%	14.6%	5.9%	8.8
28	COc1ccnc(CSC(N)=Nc2ccccc2OC)c1	-0.2%	-10.7%	18.3%	-2.7	-0.2%	4.7%	-4.6%	-75.1*
29	CC(O)CCC(=O)NCCNC(=O)CCC(C)O (stereo unspecified)	-7.7%	-5.2%	-8.1%	-2.1	5.9%	-7.7%	-8.3%	-4.7
30	CC(=O)c1cccc(NC(=O)Nc2cccnc2)c1	2.4%	13.9%	2.8%	-0.1	-0.6%	4.3%	4.9%	10.5
31	COc1ccc(C2=NN(C(=O)c3ccncc3)C(c3ccccc3O)C2)cc1 (stereo unspecified)	5.0%	6.1%	6.7%	-0.4	-3.3%	25.4%	11.5%	7.7
32	O=C(NCCN1CCCC1)c1cc(-c2ccncc2)nc2ccc(S(=O)(=O)N3CCOCC3)cc12	-4.1%	2.4%	33.9%	0.2	11.2%	3.4%	3.4%	3.9
33	COc1ccccc1C(=O)N/C(=C\c1ccc2c(c1)OCO2)C(=O)NCCc1nc2ccccc2[nH]1	-8.0%	0.0%	nt	-2.9	6.2%	-4.1%	-7.9%	17.2
34	CC(C)[C@H](NC(=O)C1CC(=O)N(c2ccc3c(c2)OCO3)C1)C(=O)NC1CCCC1 (stereo partly specified)	-1.1%	-7.6%	26.1%	-1.1	26.4%	7.8%	6.0%	-5.8
35	O=C(Nc1ccc(OCc2cc(=O)n3c4c(sc3n2)CCCC4)cc1)c1cccc(F)c1	nt	10.4%	6.5%	5.3	nt	16.7%	nt	nt
36	CC1(C)CC(=O)C(C#N)=C(NCCCO)C1	-1.6%	10.4%	-5.7%	4.1	9.0%	-8.4%	1.8%	17.6
37	COc1cc(Cl)c(C)cc1NC(=O)CCn1cnc2onc(-c3ccc(F)cc3)c2c1=O	nt	-13.4%	-3.1%	-4.8	nt	5.5%	nt	nt
38	Nc1nc(=S)c2[nH]c(=S)[nH]c2[nH]1	-7.0%	-2.5%	-13.3%	6.5	26.4%	-4.8%	5.4%	?
39	O=C(CN1CCCC1)NCC12CC3CC(CC(C3)C1)C2	0.2%	-5.1%	7.2%	-35.5	11.9%	-19.4%	5.3%	-18.8
40	O=S(=O)(NC(=S)NC1CCCCC1)c1ccc(Cl)cc1	2.1%	2.3%	5.6%	-2.3	2.6%	14.1%	7.0%	-6.8
41	COCCNS(=O)(=O)c1ccc(-c2ccc(Cl)cc2)cc1	-5.7%	-22.3%	-16.3%	6.3	-7.4%	-8.9%	0.4%	-1.6
42	O=C(NCc1ccc2c(c1)OCO2)C1CC(=O)N(CCc2ccccc2)C1 (stereo unspecified)	3.5%	14.8%	20.2%	-0.1	23.6%	?	-0.4%	0.0
43	COc1cccc(C(=O)N2CCN(C(=O)c3cccs3)CC2)c1OC	0.8%	14.5%	10.8%	1.4	2.0%	-11.6%	3.3%	4.2
44	Cc1ccc(NC(=O)Cc2nnc(SCC(=O)Nc3ccccc3)n2C)cc1	-0.7%	-1.7%	24.6%	-2.1	-4.5%	-12.4%	13.7%	-0.7
45	COc1ccccc1CNC(=O)CSc1ccc(-c2cccc([N+](=O)[O-])c2)nn1	2.4%	0.2%	-8.7%	-8.5	4.3%	7.3%	-3.0%	7.6
46	S=c1[nH]nc(C2CCCCC2)n1/N=C/c1ccco1	-11.6%	4.4%	nt	10.4	5.5%	7.6%	4.3%	-1.7
47	CC(=O)c1cccc(NC(=O)/C(=C\c2cccnc2)NC(=O)c2ccco2)c1	6.9%	3.0%	8.5%	2.8	7.7%	-9.6%	5.3%	-4.9
48	OCCCCC#Cc1c(-c2ccsc2)sc2ccccc12	-34.1%[inhibitor]	-45.5%[inhibitor]	1.7%	6.6	?	14.1µM*	11.5%	16.2
49	COC(=O)c1ccc(COC(=O)c2cc3ccccc3oc2=O)cc1	-7.4%	17.0%	-19.8%	-6.5	-6.7%	19.6%	1.5%	13.4
50	Cc1ccc(-n2c(SCC(=O)N3c4ccccc4Sc4ccccc43)nnc2-c2ccncc2)cc1	6.5%	22.2%	nt	1.9	0.5%	15.1%	7.1%	12.8
51	COc1ccc(C2CC(c3ccccc3)=NN2C(=O)c2cccs2)cc1 (stereo unspecified)	15.6%	5.6%	3.1%	0.2	-3.8%	-42.7%[inhibitor]	4.1%	34.2

The list is partial. The share of hits here may be higher or lower than overall.
